# tim10-1 inh = growth inhibitors of tim10-1 mutant yeast; hit rate 2.2% among 330,000; S. cerevisiae tim10-1 ts strain growth, BacTiter-Glo, 24 h; AID 463190; inhibition, % at 20 µM;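 active = inhibition of at least 40%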;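 note: mutant grown at 25 °C; 0% = DMSO wells with yeast and 100% = wells holding no yeast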
# Apaf1 inhib = inhibitors of human Apaf-1 apoptosome | O14727 | reconstituted apoptosome caspase-3 activity, DEVD-Rh110 fluorescence | inhibition, % at 20 µM | hit rate 0.71% among 330,000 | AID 489030; active = inhibition of at least 40% at 20 µM;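 note: plate controls were DMSO wells for no effect and DEVD-CHO caspase inhibitor wells for full effect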
# Target sequence (O14727 whole entry, looked up): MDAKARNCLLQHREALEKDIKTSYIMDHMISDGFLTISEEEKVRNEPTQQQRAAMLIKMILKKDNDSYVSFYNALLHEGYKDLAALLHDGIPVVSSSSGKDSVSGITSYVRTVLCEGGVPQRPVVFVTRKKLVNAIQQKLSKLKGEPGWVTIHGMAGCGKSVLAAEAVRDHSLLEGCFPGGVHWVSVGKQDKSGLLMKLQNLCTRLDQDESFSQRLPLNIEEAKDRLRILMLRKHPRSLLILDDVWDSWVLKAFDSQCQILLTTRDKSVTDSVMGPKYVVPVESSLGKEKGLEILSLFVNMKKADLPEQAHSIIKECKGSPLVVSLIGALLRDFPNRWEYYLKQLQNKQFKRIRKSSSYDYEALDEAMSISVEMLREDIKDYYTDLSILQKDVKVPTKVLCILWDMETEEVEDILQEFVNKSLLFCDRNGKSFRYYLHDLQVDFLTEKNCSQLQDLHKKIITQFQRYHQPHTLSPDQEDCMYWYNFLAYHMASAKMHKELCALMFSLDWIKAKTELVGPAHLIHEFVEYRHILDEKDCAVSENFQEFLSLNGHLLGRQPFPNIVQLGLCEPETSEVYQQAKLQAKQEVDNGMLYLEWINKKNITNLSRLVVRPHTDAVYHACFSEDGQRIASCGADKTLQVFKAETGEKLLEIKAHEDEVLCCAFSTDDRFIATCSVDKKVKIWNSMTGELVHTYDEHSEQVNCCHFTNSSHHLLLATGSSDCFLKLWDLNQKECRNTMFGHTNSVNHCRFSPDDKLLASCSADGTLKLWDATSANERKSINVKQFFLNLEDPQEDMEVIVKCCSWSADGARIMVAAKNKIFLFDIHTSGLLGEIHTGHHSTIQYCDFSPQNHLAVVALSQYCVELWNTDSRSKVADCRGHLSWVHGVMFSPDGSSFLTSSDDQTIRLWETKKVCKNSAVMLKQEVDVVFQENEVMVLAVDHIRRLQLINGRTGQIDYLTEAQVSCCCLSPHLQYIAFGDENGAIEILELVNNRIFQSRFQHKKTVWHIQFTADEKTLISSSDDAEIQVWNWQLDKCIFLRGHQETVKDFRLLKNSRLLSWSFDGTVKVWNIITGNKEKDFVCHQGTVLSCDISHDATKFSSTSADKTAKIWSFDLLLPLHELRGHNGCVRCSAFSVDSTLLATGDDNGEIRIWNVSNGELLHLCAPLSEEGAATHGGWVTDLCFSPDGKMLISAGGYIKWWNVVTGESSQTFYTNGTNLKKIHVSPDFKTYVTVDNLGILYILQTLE
#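 Material: reconstituted apoptosome with Apaf-1, cytochrome c, caspase-9, procaspase-3, dATP; medium: pH 7.5 Hepes buffer with CHAPS, BSA, DTT; also added: cytochrome c and DEVD-Rh110 substrate; timing: 30 min plus 50 min, RT; signal: Rh110 fluorescence intensity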
# mIAP activ = mouse IAP activation. muIAP, CDP-Star luminescence, 30 min; stronger effect = higher value; 1 = vehicle-only enzyme signal, 0 = enzyme-free wells. hit rate 0.24% among 330,000. activation factor at 10 µM;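 active = activation factor of at least 2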; note: the source names both 10 and 20 µM as test concentration; values of inactives mirror those of a sister screen read the other way
#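 System: Mouse IAP enzyme | Also added: CDP-Star substrate | Dosing: Compounds dispensed in DMSO | Schedule: 30 min enzyme-substrate-compound incubation at room temperature | Technique: Chemiluminescence readout | Control set: DMSO-only wells and no-enzyme negative control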
# hIAP inh = human IAP inhibition | AID 2544 | purified IAP, CDP-Star luminescence, 30 min | inhibition, % at 10 µM | hit rate 0.12% among 330,000;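 active = inhibition reaching a set limit with compound at 10 µM in the primary screen, cut at about 35% in these data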;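 note: plate controls were DMSO wells with enzyme for no effect and no-enzyme buffer wells for full effect; values of inactives mirror those of a sister screen read the other way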
# TIM10 inh = growth inhibitors of TIM10 yeast strain | S. cerevisiae TIM10 strain growth, BacTiter-Glo luminescence, 24 h | hit rate 1.4% among 330,000 | inhibition, % at 10 µM;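 active = inhibition of 40% or more at the single tested concentration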;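 note: wild-type TIM10 isogenic control strain grown at permissive 25 °C; 0% = DMSO yeast wells and 100% = minimal medium wells without yeast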
# NALP3 yeast inh = inhibitors of NALP3 inflammasome in yeast; Yeast reconstituted NLRP3/ASC/caspase-1, beta-gal luminescence, 24 h; inhibition, % at 10 µM; hit rate 0.39% among 330,000;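 active = inhibition of 50% or more; inactive = inhibition below 50%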;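 note: plate controls were induced DMSO wells for no effect and uninduced yeast grown without galactose for full effect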
# ATG4B inhibitor = ATG4B (human) cysteine protease inhibition; Q9Y4P1; ATG4B cleavage of LC3-PLA2, NBD-HPC fluorescence, 1 h; inhibition, % at 8.33 µM; hit rate 0.51% among 340,000; in the data active = inhibition above about 40%
# hIAP act = increases human intestinal alkaline phosphatase activity. purified human IAP, CDP-Star luminescence, 30 min; stronger effect = higher value; 1 = vehicle-only enzyme, 0 = enzyme-free background. activation factor at 10 µM. hit rate 0.16% among 330,000;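 active = activation factor of the enzyme at least 2-fold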; note: the source names both 10 and 20 µM as test concentration; values of inactives mirror those of a sister screen read the other way
# mIAP inh = mouse IAP inhibition. inhibition, % at 10 µM. AID 2806. hit rate 0.2% among 330,000. purified mouse IAP, CDP-Star luminescence, 30 min;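 active = inhibition of at least 40% at 10 µM in the primary screen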;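 note: plate controls were DMSO with enzyme for no effect and no enzyme wells for full effect; values of inactives mirror those of a sister screen read the other way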
# * hit, by the source's call; / = not tested or not shown.
no.	structure	tim10-1 inh	Apaf1 inhib	mIAP activ	hIAP inh	TIM10 inh	NALP3 yeast inh	ATG4B inhibitor	hIAP act	mIAP inh
1	Oc1cccc(/C=N/Nc2cccc3cccnc23)c1	10	21	0.95	-13	15	31	-21	1.1	5
2	Clc1ccc(OCCSc2ncccn2)c2ccccc12	2	12	0.98	14	-1	14	4	0.86	2
3	O=C(NS(=O)(=O)Nc1ccccc1)C1=C(N2CCCC2)COC1=O	4	1	1	-1	2	23	4	1	-1
4	Oc1ccc(Cl)cc1-c1cc(-c2ccccc2Cl)[nH]n1	49*	2	1	-41	41*	7	35	1.4	-4
5	Cc1ccc2c(CC(=O)NNC(=O)c3ccccc3)coc2c1	7	1	0.93	23	-1	16	1	0.77	7
6	CCCCCN(C(=O)CCCSc1nncs1)c1c(N)n(CCCC)c(=O)[nH]c1=O	2	1	1	-5	-3	13	-6	1.1	-3
7	COc1ccc(Br)cc1C(=O)NC(=S)Nc1c(C)n(C)n(-c2ccccc2)c1=O	13	-3	0.95	-14	14	-3	0	1.1	5
8	CCc1ccc(NC(=O)COC(=O)/C(=C/c2ccccc2OC)c2ccccc2)cc1	12	13	0.92	-1	7	16	-4	1	8
9	Cc1ccc(C(=O)CCC(=O)OCC(=O)NNC(=O)c2ccc([N+](=O)[O-])cc2)cc1	-6	2	0.93	2	-8	22	-7	0.98	7
10	Oc1ccc(COCc2ccccc2)c2cccnc12	1	2	1.1	-9	4	14	-4	1.1	-6
11	CCOc1ccc(/C=N/NC(=O)Cc2csc(Nc3cccc(C(F)(F)F)c3)n2)c(OCC)c1	21	17	1.2	-9	1	-2	1	1.1	-23
12	CCn1ncc(S(=O)(=O)NCc2ccco2)c1C	10	-1	0.95	-13	-5	9	7	1.1	5
13	CCOC(=O)c1cnn(-c2ccccc2)c1-c1ccccc1	10	18	0.98	6	20	15	-5	0.94	2
14	Cc1ccc(C(=O)N/C(=C/c2ccco2)C(=O)N2CCOCC2)cc1	-14	1	0.98	6	1	9	8	0.94	2
15	CC(C)C(OC(=O)/C=C/c1ccc2c(c1)OCO2)C(=O)NC(N)=O (stereo not given)	9	-1	1	-4	6	3	-7	1	0
16	CCOc1ccc(C(=O)Nc2cccc(-c3nc4ccccc4[nH]3)c2C)cc1[N+](=O)[O-]	18	3	0.87	14	0	12	0	0.86	13
17	COCCOC(=O)C1=C(C)NC(=O)NC1c1c(Cl)nc2c(C)cccn2c1=O (stereo not given)	-10	-8	1	4	-2	11	/	0.96	-4
18	O=[N+]([O-])c1ccc(/C([O-])=C(/C(=S)Nc2ccccc2F)[n+]2ccccc2)cc1	-6	-4	0.75	7	3	6	-4	0.93	25
19	Cc1ccc(NC(=O)c2ccc(C#CC3(O)CCCCC3)cc2)cc1C	14	-7	0.96	10	2	2	-6	0.9	4
20	C=CCOc1ccc2c(c1)c(S(=O)(=O)c1ccc(C)cc1)cn2COC	25	7	1	-37	8	12	-1	1.4	-1
21	COC(=O)c1ccc(C(=O)OC)c(NC(=O)COC(=O)CC2CC3CCC2C3)c1 (stereo not given)	9	9	0.99	13	11	2	-6	0.87	1
22	O=c1cc(/C=C/c2ccccc2)oc2ccccc12	8	15	0.96	-5	3	32	-23	1.1	4
23	CCOC(=O)/C=C1\Nc2ccccc2OC1=O	-23	5	0.85	10	-24	38	-4	0.9	15
24	O=C(CCc1nnc2ccc(NCc3ccco3)nn12)Nc1cccc(F)c1	-2	1	0.97	-19	-12	7	-6	1.2	3
25	COCC(=O)N1CCC(Oc2ccc(C(=O)NCc3cc(C)n(C)n3)cc2)CC1	-10	-6	0.99	-14	4	2	12	1.1	1
26	Cc1nc(C)c(-c2csc(Nc3ccc(N)cc3)n2)s1	18	-5	1	4	6	41	-9	0.96	-3
27	CC(OC(=O)c1ccc(Cl)cc1O)C(=O)NCCC1=CCCCC1 (stereo not given)	-8	8	0.99	-10	-22	26	4	1.1	1
28	CCN(CC)S(=O)(=O)c1ccc(N/N=C/c2ccccc2OCC(=O)O)c([N+](=O)[O-])c1	16	4	0.82	23	28	18	10	0.77	18
29	O=C1c2ccccc2-c2ncnc3c(N4CCOCC4)cc(N4CCOCC4)c1c23	27	12	0.73	25	31	39	-10	0.75	26
30	O=C(CCNC(=O)Cn1ccc2ccccc2c1=O)NCCc1ccc(Cl)cc1	-15	-3	1.1	10	-11	5	-9	0.9	-10

# Brought forward from above: 6 entries; new compounds follow.
no.	structure	tim10-1 inh	Apaf1 inhib	mIAP activ	hIAP inh	TIM10 inh	NALP3 yeast inh	ATG4B inhibitor	hIAP act	mIAP inh
25	COCC(=O)N1CCC(Oc2ccc(C(=O)NCc3cc(C)n(C)n3)cc2)CC1	-10	-6	0.99	-14	4	2	12	1.1	1
26	Cc1nc(C)c(-c2csc(Nc3ccc(N)cc3)n2)s1	18	-5	1	4	6	41	-9	0.96	-3
27	CC(OC(=O)c1ccc(Cl)cc1O)C(=O)NCCC1=CCCCC1 (stereo not given)	-8	8	0.99	-10	-22	26	4	1.1	1
28	CCN(CC)S(=O)(=O)c1ccc(N/N=C/c2ccccc2OCC(=O)O)c([N+](=O)[O-])c1	16	4	0.82	23	28	18	10	0.77	18
29	O=C1c2ccccc2-c2ncnc3c(N4CCOCC4)cc(N4CCOCC4)c1c23	27	12	0.73	25	31	39	-10	0.75	26
30	O=C(CCNC(=O)Cn1ccc2ccccc2c1=O)NCCc1ccc(Cl)cc1	-15	-3	1.1	10	-11	5	-9	0.9	-10
31	CCCCNC(=O)CSc1nc2ccc(N3CCOCC3)cc2c(=O)n1CCc1ccccc1	7	21	0.92	-1	18	10	3	1	8
32	S=c1[nH]nc(NCCc2ccccc2)s1	12	-9	1	4	-5	10	-8	0.96	-3
33	CCOC(=O)c1c(C)[nH]c(O)c1C=Nc1ccc(C(F)(F)F)cc1	5	11	0.89	15	0	0	-12	0.85	11
34	COC(=O)c1sc(NC(=S)NC(=O)c2ccc(C)cc2)nc1C	-7	-7	0.83	1	-3	-1	0	0.99	17
35	Cc1cccc2sc(N(CCCN(C)C)C(=O)c3ccco3)nc12	-16	10	1.1	2	-17	-4	20	0.98	-10
36	Cc1ccccc1OCC(=O)Nc1ccc(C(=O)Nc2ccccc2C(=O)O)cc1	-12	5	0.93	-10	13	7	-1	1.1	7
37	COc1ccc(-c2nc3n(c2C)CCC3)cc1	-4	-14	1	-16	-24	9	-2	1.2	-1
38	S=c1[nH]nc(-c2cc(-c3ccco3)[nH]n2)n1-c1cccc2ccccc12	9	10	0.9	-70	9	11	40	1.7	10
39	Cc1ccccc1-n1c(=O)n(Cc2ccco2)c(=O)c2[nH]cnc21	5	-5	0.93	-14	-2	11	0	1.1	7
40	O=C(Nc1ccc(F)c(F)c1)c1ccco1	-23	-3	1.1	7	1	21	2	0.93	-7
41	Clc1ccc(-c2ccc(-c3nn4c(-c5ccco5)nnc4s3)o2)cc1	31	27	0.68	15	5	5	-5	0.85	32
42	O=C1CN(S(=O)(=O)c2ccccc2Cl)CCN1	29	14	1	-6	6	16	4	1.1	-5
43	COc1ccc(C(=O)c2ncc(C(F)(F)F)cc2Cl)cc1	0	-8	0.96	7	-3	22	-2	0.93	4
44	Cc1nnc(SC(C)C(=O)N(C)C2CCCCC2)n1N (stereo not given)	11	-1	1.1	0	8	10	-4	1	-5
45	Cc1nnc(SCC(=O)Nc2ccc3c(c2)OCO3)s1	4	-4	1.1	5	0	4	5	0.95	-8
46	Clc1ccc(OCCNCCc2ccccc2)cc1	-8	9	0.92	15	-5	42	5	0.85	8
47	COc1ccc(C2CCCN2C(=S)Nc2cccc(C)c2)cc1OC (stereo not given)	20	6	1.1	-17	9	13	4	1.2	-14
48	Cc1ccc(C)c(N2CCN(CC(=O)Nc3ccc4[nH]c(=O)[nH]c4c3)CC2)c1	4	7	0.98	7	-8	10	-1	0.93	2
49	O=C(Nc1ccc(Nc2ccccc2)cc1)c1c(Cl)cccc1Cl	6	-10	0.98	8	31	-2	10	0.92	2
50	CC(Oc1cccc([N+](=O)[O-])c1)C(=O)NCCC1=CCCCC1 (stereo not given)	7	1	0.91	-9	0	16	-12	1.1	9
51	CC(C)Cn1cc(C(=O)N2CCN(c3ccccn3)CC2)c2c3ccccc3n(C)c2c1=O	33	1	0.91	-2	44*	5	-8	1	9
52	Cc1ccc(SCC(=O)Nc2cc(S(=O)(=O)N3CCCCC3)ccc2C)cc1	24	25	1.5	-4	-1	-3	-8	1	-51
53	CCCCC(=O)Nc1cccc(-c2nc3ncccc3o2)c1	22	-5	0.98	20	21	19	-5	0.8	2
54	Cc1ccc(N2CCN(S(=O)(=O)c3ccc(F)cc3)CC2)c(C)c1	36	11	0.98	0	17	34	0	1	2
55	COc1ccc(C2CC(C(F)(F)F)n3nc(C(=O)O)cc3N2)cc1 (stereo not given)	7	10	0.94	-1	-5	4	-3	1	6
56	Cc1ccc(S(=O)(=O)N(C)Cc2ccc(C(=O)N/N=C3\CC(=O)CC(C)(C)C3)cc2)cc1	12	2	1	2	3	6	-3	0.98	-1
57	CCOC(=O)c1c(C)nc2sc3c(c2c1-c1ccc(OC)cc1)NC(c1ccccc1)NC3=O (stereo not given)	-11	11	0.91	-3	-10	-12	0	1	9
58	Cc1cc(S(=O)(=O)N2CCCC2C(=O)N2CCOCC2)c(C)cc1Cl (stereo not given)	16	3	0.94	10	-1	8	-8	0.9	6
59	NS(=O)(=O)c1ccc(N=Nc2c(=O)[nH]n3c(=O)c4c([nH]c23)CCCC4)cc1	19	19	0.52	-66	-10	23	-9	1.7	48*
60	O=C(NNC(=O)c1ccccc1Cl)c1cccnc1	10	8	1.1	0	-3	18	-1	1	-8

# Three compounds from above, reduced to mIAP activ:
no.	SMILES	mIAP activ
38	S=c1[nH]nc(-c2cc(-c3ccco3)[nH]n2)n1-c1cccc2ccccc12	0.9
39	Cc1ccccc1-n1c(=O)n(Cc2ccco2)c(=O)c2[nH]cnc21	0.93
40	O=C(Nc1ccc(F)c(F)c1)c1ccco1	1.1

# Other results
no.	structure	tim10-1 inh	Apaf1 inhib	mIAP activ	hIAP inh	TIM10 inh	NALP3 yeast inh	ATG4B inhibitor	hIAP act	mIAP inh
61	CCOc1ccc(N(CC)C(=O)c2nn(-c3ccc(OC)cc3)c(=O)c3c2c2ccccc2n3C)cc1	21	7	0.95	-15	21	-1	-3	1.1	5
62	CC(=O)c1c(C)[nH]c(C(=O)OCC(=O)Nc2cc(S(=O)(=O)N3CCCCC3)ccc2C)c1C	1	1	1	-7	-3	0	-9	1.1	-4
63	CCCN1C(=O)/C(=C/c2ccncc2)SC1=S	45*	8	0.91	-33	53*	-3	5	1.3	9
64	N#Cc1ccc2c(c1)NC(=O)C1CCCN21 (stereo not given)	7	-5	1	-10	8	20	-18	1.1	-4

# 4 compounds already listed, arranged by their value in hIAP inh, rising.
entry	Molecule	mIAP activ	hIAP inh	NALP3 yeast inh	ATG4B inhibitor	hIAP act	mIAP inh
63	CCCN1C(=O)/C(=C/c2ccncc2)SC1=S	0.91	-33	-3	5	1.3	9
61	CCOc1ccc(N(CC)C(=O)c2nn(-c3ccc(OC)cc3)c(=O)c3c2c2ccccc2n3C)cc1	0.95	-15	-1	-3	1.1	5
64	N#Cc1ccc2c(c1)NC(=O)C1CCCN21 (stereo not given)	1	-10	20	-18	1.1	-4
62	CC(=O)c1c(C)[nH]c(C(=O)OCC(=O)Nc2cc(S(=O)(=O)N3CCCCC3)ccc2C)c1C	1	-7	0	-9	1.1	-4
